# Mdm2 MdmX PPI: inhibitors of human Mdm2/MdmX interaction | O15151+Q00987 | SaOS-2 split-luciferase Mdm2/MdmX complementation, luminescence | inhibition, % at 8 µM | 330,000 tested, 3% active;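 active means inhibition of at least 50% at 8 µM in the primary screen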
# APJ agonist: APJ receptor agonism | P35414 | CHO-K1 APJ PathHunter beta-arrestin, luminescence; 0% DMSO wells, 100% apelin | activation, % at 20 µM | 330,000 tested, 0.11% active;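 active means activation more than six SD over the plate average, tested at 20 µM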;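 further: 0% = DMSO alone and 100% = apelin-13 at 10 nM; some results filed as inactive read as strong as hits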
# Target sequence (P35414 whole entry, looked up): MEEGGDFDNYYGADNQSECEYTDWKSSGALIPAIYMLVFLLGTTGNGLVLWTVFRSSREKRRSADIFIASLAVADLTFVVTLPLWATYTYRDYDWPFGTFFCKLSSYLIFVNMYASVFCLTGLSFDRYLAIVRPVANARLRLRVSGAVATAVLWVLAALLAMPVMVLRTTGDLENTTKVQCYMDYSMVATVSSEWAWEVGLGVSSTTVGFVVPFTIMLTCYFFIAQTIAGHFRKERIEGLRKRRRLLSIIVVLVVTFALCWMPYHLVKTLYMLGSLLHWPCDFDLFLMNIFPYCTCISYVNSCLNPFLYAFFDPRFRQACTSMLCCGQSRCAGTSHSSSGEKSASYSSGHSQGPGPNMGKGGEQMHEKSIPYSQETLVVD
#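 Assay system: engineered CHO-K1 APJ arrestin reporter cells; Amount: 1000 CHO-K1 reporter cells seeded per well; Dosing: one dose, 20 µM compound, 1% DMSO; Times: compound stimulation 90 min at 25 °C, detection 60 min; Measured by: luminescent beta-gal fragment complementation, chemiluminescent substrate; Read-out: APJ–arrestin association signal; Controls: DMSO vs Apelin-13 10 nM.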
# XBP1 UPR activ: adaptive UPR (XBP1) activation; 330,000 tested, 0.33% active; CHO-XBP1 luciferase reporter, IRE1-XBP1 UPR activation, luminescence; percent of tunicamycin response, DMSO as zero; activation, % at 20 µM;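 active means versus positive control, 20 µM dose yields 30% or more activation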;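 further: 100% = tunicamycin at 10 µg/mL and 0% = DMSO only wells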
#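 assay system = CHO-XBP1 luciferase reporter cells | amount = 1000 cells/well | buffer or medium = F12 plus 10% FBS | compound dosing = single point, 20 µM final compound, 1% DMSO | incubation = 16-18 h cell attachment at 37 °C, then 6 h compound exposure | detection = Steady-Glo luminescence read | controls = tunicamycin 10 µg/mL and vehicle-only wells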
# tim23-1 inh: growth inhibitors of tim23-1 mutant yeast | S. cerevisiae tim23-1 growth, BacTiter-Glo luminescence, 24 h | AID 463212 | inhibition, % at 20 µM | 330,000 tested, 1.3% active;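 active means growth inhibition of the mutant yeast at or above 50%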;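 further: temperature-sensitive mutant grown at 25 °C; plate controls were DMSO-treated mutant yeast for no effect and medium wells lacking yeast for full effect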
# APJ antag: antagonists of human APJ apelin receptor; AID 2521; inhibition, % at 20 µM; 330,000 tested, 0.32% active; P35414; CHO-K1 APJ beta-arrestin complementation, luminescence;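 active means inhibition above about 40% at 20 µM, limit read from the data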;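 further: cells challenged with 10 nM apelin-13 agonist together with compound; plate controls were apelin-13 plus DMSO wells for no effect and DMSO wells lacking apelin-13 for full effect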
# 697 NFkB inh: inhibitors of the PMA/ionomycin-induced NF-kB reporter in 697 B cells; AID 435022; inhibition, % at 4 µM; 697 B-cell NF-kB luciferase reporter, 16 h; 330,000 tested, 0.33% active; in the data active means inhibition above about 35%
# CHOP UPR activ: apoptotic UPR (CHOP) activation; CHO-CHOP luciferase reporter, luminescence; percent of tunicamycin response over DMSO baseline; activation, % at 10 µM; 330,000 tested, 0.34% active;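 active means at 10 µM dose, activation of 40% or more, normalized to positive control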;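 further: 100% = tunicamycin at 10 µg/mL and 0% = DMSO alone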
#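 Assay system: CHO cells with stable CHOP pathway luciferase reporter; Buffer or medium: F12 plus 10% serum; Times: 16-18 h cell attachment, then 6 h compound exposure, 37 °C; Signal: luciferase luminescence; Read-out basis: percent activation relative to tunicamycin control; Control set: tunicamycin high control, DMSO low control.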
# Jurkat NFkB inh: inhibitors of the PMA/ionomycin-induced NF-kB reporter in Jurkat cells; PMA/ionomycin-induced NF-kB luciferase reporter, luminescence; inhibition, % at 4 µM; 330,000 tested, 0.53% active; AID 435003; in the data active means inhibition above about 50%
# * = called active by the depositor.
# Every second line gives: 697 NFkB inh, tim23-1 inh, APJ agonist, Mdm2 MdmX PPI, CHOP UPR activ, Jurkat NFkB inh, XBP1 UPR activ, APJ antag
- CC1(C)CC(CCNS(=O)(=O)c2ccccc2)(c2ccccc2)CCO1 (stereo not given)
  7, 30, -4, -25, 1.3, 8, -1, 2
- COc1cccc2cc(S(=O)(=O)c3ccccc3)c(=Nc3ccc4c(c3)OCCO4)oc12
  9, 13, -4, -5, 0.1, 1, -1, 6
- Cc1cc(C)n(-c2nncn2NC(=O)c2ccc(Cl)cc2O)n1
  8, 11, -3, -25, -4.0, -2, 1, -14
- COc1ccc(-c2ccc3c(c2)c(-c2cccs2)c(-c2cc(OC)cc(OC)c2)n3C)cc1
  8, 6, 1, 14, 0.1, -26, 0, 8
- O=C(Nc1nccs1)c1ccc(Cl)s1
  -29, 70*, 1, -47, 8.3, -12, 3, -8
- CC1CC(C)CN(S(=O)(=O)N2CCCC(C(=O)NC3CCCCC3)C2)C1 (stereo not given)
  -15, 14, 0, 7, -0.2, 13, -3, -25
- CSCCC(C(=O)OCC(=O)c1ccc(C)c(C)c1)N1C(=O)c2ccccc2C1=O (stereo not given)
  1, 25, -3, -29, 1.3, -9, -6, 8
- N#CCCn1cc(/C=N/NC(=O)c2ccncc2)c(-c2ccccc2)n1
  11, 16, -4, 10, -0.3, -8, 2, -5
- Cc1ccc(S(=O)(=O)NCCCNS(=O)(=O)c2ccc(C)cc2)cc1
  8, 19, -5, 14, 3.0, 7, -4, 9
- CCc1ccc(C(=O)CSc2nc(C)cc(=O)[nH]2)cc1
  -2, 18, -3, -2, 1.3, -2, 4, 12
- COc1ccc(NC(=O)c2cc(-c3ccco3)on2)cc1
  -3, -2, 1, -89, 3.3, -50, -1, 2
- COC(=O)c1ccc(Cn2cnc3c(cnn3-c3ccc(F)cc3)c2=O)o1
  -8, 44, -2, -8, -4.1, 2, 2, -9
- C[C@H](NC(=O)N1CCn2c1nc1ccccc12)C(=O)NC1CCCCC1
  6, -2, -2, 16, 0.9, 4, 0, 13
- COc1cc(/C=C(\C#N)c2[nH]nc(N)c2C#N)cc(OC)c1O
  21, -3, -10, 65*, 11, -3, 26, 8
- O=C(CSc1ncn(-c2ccccc2)n1)Nc1nc2ccccc2s1
  11, 37, -4, 5, -2.1, 12, 0, -20
- CC(=O)C1C(=O)c2c(cccc2[N+](=O)[O-])C1=Nc1cccc(Cl)c1 (stereo not given)
  0, 25, -1, 1, 3.9, 1, -1, -5
- Cc1cc(C(=O)NCc2cccnc2)n(-c2ccccc2)n1
  -15, -4, -3, 18, 2.1, -3, -4, -1
- COc1ccccc1/C=C1/SC(=S)N(C(C)C(=O)NC2C=CS(=O)(=O)C2)C1=O (stereo not given)
  -14, 22, 1, 16, 0.9, 13, -5, 15
- OCCN(CCO)CC(O)COc1ccc2c(c1)OCO2 (stereo not given)
  -7, -16, -3, 21, -1.0, -9, -4, 1
- CCCn1c(CCl)nc2cc(S(=O)(=O)N3CCOCC3)ccc21
  -15, -7, -1, -20, 0.7, -8, 1, 4
- C/C(=N\NC(=O)C(=O)Nc1c(C)n(C)n(-c2ccccc2)c1=O)c1ccc(Cl)s1
  31, 12, -2, 14, 0.9, 33, 17, 13
- Cc1cc(C)n2nc(C(=O)N/N=C/c3ccc(O)cc3)nc2n1
  10, -6, -3, 8, -0.8, 11, -2, 10
- CCn1ccnc1CNC(=O)CC1C(=O)NCCN1Cc1ccc(F)cc1Cl (stereo not given)
  3, -1, -3, 3, 4.4, -13, -2, 13
- CC1CCCC(C)N1C(=O)COc1ccc(-c2nnco2)cc1 (stereo not given)
  6, 9, -3, -6, 5.1, -2, 0, 4
- O=C(O)CCN1c2cccc3cccc(c23)S1(=O)=O
  8, 9, 1, 13, 0.4, 15, -2, -2
- Cc1ccc2c(C(=O)CN3CCCC3)c(C)[nH]c2c1
  -21, -7, -3, 3, -1.0, -10, -2, 5
- COC(=O)[C@H]1C[C@H](C(=O)O)[C@@H](C)C1(C)C
  11, 12, -4, 4, -0.3, 6, 3, -2
- CCC1SC(=Nc2cccc(C)c2)NC1=O (stereo not given)
  -17, 12, -1, 8, 2.3, -21, -3, -1
- N#Cc1ccc(CN2CCN(C(=O)CNC(=O)Cc3cccc4ccccc34)CC2)cc1
  -15, 25, 1, 18, -0.6, 18, 0, 10
- COc1ccc(CNC(=O)C(c2ccncc2)N(C(=O)Cc2cccs2)c2ccccc2C)cc1 (stereo not given)
  -15, 20, 1, 15, -0.8, -16, -4, 9
- CN(C)C(CNC(=O)C1CCN(S(=O)(=O)c2ccccc2C(F)(F)F)CC1)Cc1ccccc1 (stereo not given)
  2, 22, 3, 8, 1.1, -11, -1, 6
- C/C(=N\NC(=O)NC1CCCCC1)C1CCCCC1
  -4, 30, 3, -31, 0.9, 9, 1, -1
- Cc1ccc(/C=C/C(=O)O)cc1S(=O)(=O)NCCCO
  9, -7, -1, -6, 5.5, -22, -1, -24
- CCN(CC)c1nc(NN)nc(Nc2ccc(C)c(Cl)c2)n1
  0, 32, -5, 17, -0.6, 0, 1, 18
- CN(c1ccc2nc3ccccc3c(=O)n2n1)C1CCCCC1
  29, 29, -1, 90*, -9.9, 44, -13, 10
- CCc1ccc(N(C(=O)c2ccco2)C(C(=O)NC2CCCC2)c2cccnc2)cc1 (stereo not given)
  1, 14, 1, 29, 2.3, -24, -2, 3
- CCOC(=O)C1CCCN(Cc2ccc(-c3ccccc3)cc2)C1 (stereo not given)
  -14, 8, -4, 10, 1.5, -5, -6, -10
- Cc1ccc(-c2nn3c(C)nnc3c3ccccc23)cc1S(=O)(=O)NCCN1CCOCC1
  53*, 14, -4, 24, 2.5, -6, 2, 18
- Cc1ccc(S(=O)(=O)n2c(C)nc3cc(C)ccc32)cc1
  11, -17, 1, 5, -0.4, 4, -3, 16
- CC1=C(C(=O)OCCC#N)C(c2cc3c(cc2Br)OCO3)NC(=O)N1 (stereo not given)
  -24, 12, -1, -20, -0.4, -15, -6, -24
- Cc1cc(C(=O)N2CCN(c3ccccn3)CC2)c(C)o1
  8, 19, -4, -8, 0.4, 4, -2, -9
- COc1ccccc1N(C(=O)c1ccco1)C(C(=O)NC1CCCC1)c1ccncc1 (stereo not given)
  24, 19, 1, 18, 1.1, 5, 2, 4
- CCn1c(SCC(=O)Nc2cc(C)on2)nnc1-c1ccc(S(=O)(=O)N2CCCC2)cc1
  8, -9, -4, -7, -1.4, 5, -1, 8
- CCOc1ccccc1NC(=O)N1CCC(n2nnc3cc(C)ccc32)CC1
  11, 17, -2, 6, 0.7, 1, -2, -12
- CN1CC(=O)N(CC(=O)Nc2ccc(N(C)C)cc2)c2ccccc2C1=O
  22, 2, 3, 20, 0.1, -6, -2, -7
- O=C(CN1NS(=O)(=O)c2ccccc2C1=O)Nc1ccccc1OC(F)F
  -7, 6, -1, 21, -1.5, -2, -4, 13
- COc1ccc(NC(=O)CSc2nnc(-c3ccccn3)n2-c2ccccc2)cc1OC
  23, 5, 0, 14, -0.8, -7, 0, 41*
- CCSc1ncc(/C=N/Nc2ccc([N+](=O)[O-])cc2)n1C
  -136, -12, 4, 69*, 9.4, -123, 4, 2
- Cn1cc(CC(=O)Nc2cccc(C#N)c2)c2ccccc21
  -7, 7, 2, -8, -4.4, 0, -2, -29
- CC1CN(C(=O)COc2ccc3ccccc3c2)CC(C)O1 (stereo not given)
  16, 30, -3, 7, 0.3, 9, -3, 4
- COCCN(C(=O)c1ccco1)c1nc(-c2ccccc2)cs1
  -40, 23, -1, -27, 0.8, -17, -3, 16
- CNS(=O)(=O)c1cccc(C(=O)OCC(=O)/C=C2/N(C)c3ccccc3C2(C)C)c1
  2, 14, 4, 8, -1.3, -17, -2, -8
- Cc1ccc(NC(=O)Cn2cncc2-c2ccc([N+](=O)[O-])cc2)cc1C
  -27, -2, 0, 6, -1.1, -24, 3, -31
- CCCNC(=O)CS(=O)Cc1nc(-c2cccc(OC)c2)oc1C (stereo not given)
  6, 13, -7, 24, 2.1, 6, -2, 6
- O=C(CCN1C(=O)COc2ccccc21)NCCN1CCc2ccccc2C1
  9, 1, 0, 9, -0.7, 9, -4, 1
- COc1cccc2c1Oc1ncccc1N(C(=O)CCC(=O)NCc1ccccc1)C2
  0, -11, -4, 5, -1.4, -14, 0, 3
- Cc1cccc2cc(C3CC(c4ccco4)=NN3C(=O)CCC(=O)O)c(Cl)nc12 (stereo not given)
  21, 11, 2, 4, 2.1, 9, 0, -6
- COc1ccc(C2SCC(=O)N2c2nnc(C34CC5CC(CC(C5)C3)C4)s2)cc1 (stereo not given)
  -4, 23, -3, 30, 5.2, -19, -3, -3
- OCCc1c[nH]c2cc(F)ccc12
  10, 5, -3, 12, 0.2, 5, 0, 2
- CCOC(=O)C(Oc1ccc2c(-c3ccccc3)cc(=O)oc2c1)c1ccccc1 (stereo not given)
  15, 12, -4, 25, -0.4, 10, 0, 17
- CN(CC(=O)NC1CCN(Cc2ccccc2)CC1)S(=O)(=O)c1ccc(Cl)s1
  10, 4, -3, 23, -1.8, 11, -1, -1
- O=C(NCc1ccc2c(c1)OCO2)C1CC(=O)N(C2CCCCCC2)C1 (stereo not given)
  12, 1, -4, 24, 0.5, 4, -3, 4
- COc1ccc2nc(SCC(=O)O)nc(C)c2c1
  -29, 1, -3, 1, -2.7, -10, -1, -1

# Some of these compounds in order of length of the SMILES, highest first.
# Every second line gives: 697 NFkB inh, tim23-1 inh, APJ agonist, Mdm2 MdmX PPI, CHOP UPR activ, Jurkat NFkB inh, XBP1 UPR activ, APJ antag
- CN(CC(=O)NC1CCN(Cc2ccccc2)CC1)S(=O)(=O)c1ccc(Cl)s1
  10, 4, -3, 23, -1.8, 11, -1, -1
- O=C(CN1NS(=O)(=O)c2ccccc2C1=O)Nc1ccccc1OC(F)F
  -7, 6, -1, 21, -1.5, -2, -4, 13
- O=C(NCc1ccc2c(c1)OCO2)C1CC(=O)N(C2CCCCCC2)C1 (stereo not given)
  12, 1, -4, 24, 0.5, 4, -3, 4
- CCSc1ncc(/C=N/Nc2ccc([N+](=O)[O-])cc2)n1C
  -136, -12, 4, 69*, 9.4, -123, 4, 2

# For reference, 5 of the compounds above.
# Every second line gives: 697 NFkB inh, tim23-1 inh, APJ agonist, Mdm2 MdmX PPI, CHOP UPR activ, Jurkat NFkB inh, XBP1 UPR activ, APJ antag
- O=C(CN1NS(=O)(=O)c2ccccc2C1=O)Nc1ccccc1OC(F)F
  -7, 6, -1, 21, -1.5, -2, -4, 13
- COc1ccc(NC(=O)CSc2nnc(-c3ccccn3)n2-c2ccccc2)cc1OC
  23, 5, 0, 14, -0.8, -7, 0, 41*
- CCSc1ncc(/C=N/Nc2ccc([N+](=O)[O-])cc2)n1C
  -136, -12, 4, 69*, 9.4, -123, 4, 2
- Cn1cc(CC(=O)Nc2cccc(C#N)c2)c2ccccc21
  -7, 7, 2, -8, -4.4, 0, -2, -29
- CC1CN(C(=O)COc2ccc3ccccc3c2)CC(C)O1 (stereo not given)
  16, 30, -3, 7, 0.3, 9, -3, 4

# Copied from the list:
# In APJ agonist, CN(CC(=O)NC1CCN(Cc2ccccc2)CC1)S(=O)(=O)c1ccc(Cl)s1 has -3
# In APJ antag, O=C(CN1NS(=O)(=O)c2ccccc2C1=O)Nc1ccccc1OC(F)F has 13
